Screening data deposited in PubChem by National Center for Advancing Translational Sciences (NCATS).
EPAC1 antagonist = blocks human EPAC1 exchange factor | EPAC1 GEF assay, Rap1b-BODIPY-GDP exchange fluorescence | Potency, µM (top dose mostly 115 µM), without a hit: at the top dose activity change, negative = inhibition, most hits filed as inhibitors | hit rate 0.14% among 360,000 | O95398;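 also: potency is read from the fitted curve at half-maximal effect; plate controls were vehicle for no effect and positive control for full effect; nearly all actives have a fitted effect of over 50% in size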
Target sequence (O95398 whole entry, looked up): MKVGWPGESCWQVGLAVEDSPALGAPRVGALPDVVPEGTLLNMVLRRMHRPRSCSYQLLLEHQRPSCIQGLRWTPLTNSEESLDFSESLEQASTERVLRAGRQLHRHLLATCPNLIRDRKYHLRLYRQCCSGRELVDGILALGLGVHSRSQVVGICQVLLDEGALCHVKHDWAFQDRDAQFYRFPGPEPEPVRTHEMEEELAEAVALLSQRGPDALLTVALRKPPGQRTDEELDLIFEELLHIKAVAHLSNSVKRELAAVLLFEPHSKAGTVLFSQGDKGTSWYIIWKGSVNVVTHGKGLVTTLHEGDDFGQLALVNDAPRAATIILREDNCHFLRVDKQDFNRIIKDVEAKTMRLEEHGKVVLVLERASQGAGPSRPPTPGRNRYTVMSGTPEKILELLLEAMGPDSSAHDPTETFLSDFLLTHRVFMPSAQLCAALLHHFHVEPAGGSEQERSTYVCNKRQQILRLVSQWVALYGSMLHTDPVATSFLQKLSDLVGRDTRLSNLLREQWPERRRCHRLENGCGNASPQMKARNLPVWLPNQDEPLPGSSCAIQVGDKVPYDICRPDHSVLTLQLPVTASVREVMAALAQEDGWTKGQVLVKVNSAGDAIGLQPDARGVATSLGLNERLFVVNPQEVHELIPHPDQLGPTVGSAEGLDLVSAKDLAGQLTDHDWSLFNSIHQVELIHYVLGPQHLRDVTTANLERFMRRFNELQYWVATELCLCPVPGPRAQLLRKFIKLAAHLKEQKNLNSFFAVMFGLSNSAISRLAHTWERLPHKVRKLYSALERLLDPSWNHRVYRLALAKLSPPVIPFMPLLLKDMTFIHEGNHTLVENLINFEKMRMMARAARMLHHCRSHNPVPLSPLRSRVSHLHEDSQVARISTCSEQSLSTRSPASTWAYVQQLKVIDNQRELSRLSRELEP
IL-2 act = IL-2 activation | IL-2 activation reporter assay, cell-based qHTS; stimulated with anti-CD3/CD4/CD28 beads; in transgenic mouse T cells | activation, % (series mostly up to about 46 µM) | hit rate 0.065% among 360,000; in the data active = activation above about 50%; inconclusive = mostly about 30% to 49%; also: 0% is about no effect
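Unstimulated transgenic mouse T cells preincubated 60 min with compound, then stimulated with anti-CD3/anti-CD4-coated beads plus anti-CD28 for 18 h at 37 degrees C. IL-2 response read as EGFP and DsRed fluorescence by plate cytometry.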
PLK1 PBD block = PLK1 (human) polo-box domain binding inhibition; P53350; Plk1 PBD binding of FITC phosphopeptide, fluorescence polarization; Potency, µM, without a hit: max response, negative = inhibition, usual class: inhibitors; hit rate 2.8% among 360,000; AID 720504; also: potency is read from the fitted curve at half-maximal effect; series mostly up to about 57 µM; % is scaled to controls: 0 for no effect and ±100 for the full control effect; nearly all actives have a fitted effect of over 65% in size
EPAC1 ag = agonists of human EPAC1 | hit rate 0.073% among 360,000 | EPAC1 agonist qHTS, biochemical assay; response scale: 100% = response to 6.5 mM cAMP | AID 720707 | O95398 | Potency, µM (titrated, usually from 154 µM), without a hit: at the top dose activation, usual class: activators; also: potency is read from the fitted curve at half-maximal effect; nearly all actives have a fitted effect of over 60% in size
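Nucleotide exchange by EPAC1 (100 nM) on Rap1B–BODIPY-GDP (250 nM) in the presence of 50 uM GDP is tracked fluorescently at 480/540 nm over 30 min. Signals are normalized to a 6.5 mM cAMP control.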
aSyn yeast inh = alpha-synuclein toxicity inhibition in yeast; hit rate 0.14% among 370,000; Yeast expressing alpha-synuclein, growth rescue, BacTiter-Glo, 24 h; Potency, µM (titrated, usually from 46.1 µM), for the others: at the top dose growth rescue (activation), hits mostly activators; AID 652106; also: potency is read from the fitted curve at half-maximal effect; % of control where 0% means no effect; nearly all actives have a fitted effect of over 65% in size
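Screening used galactose-induced yeast with toxic alpha-synuclein levels, exposed to compound for 24 hr at 30 deg C. Cell growth, read with BacTiter-Glo luminescence, gave the measured signal.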
PI5P4K alpha inh = blocks human PI5P4K alpha kinase activity. P48426. PI5P4Kalpha enzyme, ADP-Glo luminescence, 60 min; stronger effect = lower value. max response, %. hit rate 1.2% among 330,000; active = max response of -50% or lower; inconclusive = between -30% and -50%; inactive = -30% or higher; also: value at the top dose of about 77 µM; % is scaled to controls: 0 for no effect and ±100 for the full control effect
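Compounds were pin-transferred onto PI5P4Kalpha and substrate in HEPES pH 7.4 buffer with EGTA, CHAPS and 5% DMSO. ATP (5 microM final) started the reaction, which ran 60 minutes at room temperature before ADP-Glo detection.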
WRN inhibitor = inhibitors of human WRN helicase | Potency, µM (highest dose often 114 µM), for the others: at the top dose activity change, negative = inhibition, most hits filed as inhibitors | WRN helicase unwinding, fluorescent forked duplex, kinetic | hit rate 0.46% among 360,000 | Q14191; also: potency is read from the fitted curve at half-maximal effect; % is scaled to controls: 0 for no effect and ±100 for the full control effect; nearly all actives have a fitted effect of over 55% in size
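Kinetic red-fluorescence monitoring (525/598 nm) tracks WRN helicase activity after 100 nM fluorophore-quencher forked duplex and 2 mM ATP are added to 20 nM enzyme pretreated 15 min at room temperature with compound.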
FUS yeast rescue = suppressors of FUS proteinopathy in yeast; S. cerevisiae FUS-expressing, growth rescue, OD600, 24 h; Potency, µM (doses to about 76.6 µM), for inactives: at the top dose growth rescue (activation), most hits filed as activators; hit rate 0.24% among 390,000;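 also: potency is read from the fitted curve at half-maximal effect; plate controls were DMSO vehicle for no effect and reference control for full effect; nearly all actives have a fitted effect of over 55% in size; some results filed as inactive show a strong effect at the top dose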
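Cultures pregrown in 2.5% raffinose medium are shifted to minimal medium containing 2% galactose to express toxic FUS. Compounds are tested at several concentrations. After 24hr at 30C, growth is quantified at 600 nm absorbance.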
Abeta yeast res = restores growth of yeast expressing A-beta42 peptide; yeast expressing A-beta42, growth rescue, OD600, 48 h; response scale: 0% DMSO, 100% iron-clioquinol control; AID 1347071; Potency, µM (top dose mostly 46.1 µM), for inactives: at the top dose growth rescue, hits mostly activators; hit rate 0.063% among 410,000; also: potency is read from the fitted curve at half-maximal effect; nearly all actives have a fitted effect of over 55% in size
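Yeast growth medium received pinned compounds, then yeast cells expressing toxic A-beta were added; plates incubated at 30 C for 48 hr. Growth read as absorbance at 600 nm, normalized to DMSO and equimolar FeCl3 plus clioquinol controls.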
Starred values were filed as active, the others as inactive; ? = inconclusive; / = not tested or not shown; [ ] = dose if it differs, or a comment. Unless noted, calls follow the shape of the dose curve; as a rule, active = well fitted curve in the direction sought with a large enough effect; inconclusive = small, poorly fitted or top-dose-only effect, or another doubt; inactive = no such curve, though single readings can be large; an effect the other way counts as inactive or inconclusive.

molecule,EPAC1 antagonist,IL-2 act,PLK1 PBD block,EPAC1 ag,aSyn yeast inh,PI5P4K alpha inh,WRN inhibitor,FUS yeast rescue,Abeta yeast res
O=C(CC1C(=O)NCCN1Cc1ccc(-c2ccccc2)cc1)NC1CCC1 (stereo not drawn),-10%,-1.9,-18%,-5%,15%,0,2%,16%,-11%
O=C(Nc1ccc(S(=O)(=O)NC2=NCCCCC2)cc1)c1cccs1,-2%,1.0,-6%,13%,-2%,0,-2%,-16%,-10%
O=C(NCCN1C(=O)S/C(=C\c2ccccc2F)C1=O)C1=COCCO1,-13%,0.1,-21%,?,14%,4,5%,2%,-15%
Cc1onc(-c2ccccc2)c1C(=O)Nc1sc2c(c1C#N)CCC(C)C2 (stereo not drawn),-7%,-1.3,-6%,11%,-3%,/,-13%[57.1 µM],4%,3%
C=CCn1c(SCC(=O)Nc2cc(C)nn2-c2ccccc2)nnc1C1CCCCC1,1%,-1.6,-1%,-3%,2%,/,-1%,21%,-4%
COc1cccc(C(=O)OCn2nnc3ccccc3c2=O)c1,4%,-1.7,-3%,7%,?,/,-15%,10%,-9%
O=C(O)[C@H](Cc1c[nH]c2ccccc12)Nc1ncccc1[N+](=O)[O-],3%,-1.4,-1%,-9%,-2%,-12,7%,-8%,5%
Cc1c(Cl)cccc1NC(=O)[C@@H](NC(=O)c1ccccc1Cl)C(C)C,-13%,0.1,-22%,-1%,-1%,-2,4%,-22%,10%

As a working copy, 5 of the compounds above:
molecule,EPAC1 antagonist,IL-2 act,PLK1 PBD block,EPAC1 ag,aSyn yeast inh,PI5P4K alpha inh,WRN inhibitor,FUS yeast rescue,Abeta yeast res
O=C(CC1C(=O)NCCN1Cc1ccc(-c2ccccc2)cc1)NC1CCC1 (stereo not drawn),-10%,-1.9,-18%,-5%,15%,0,2%,16%,-11%
O=C(Nc1ccc(S(=O)(=O)NC2=NCCCCC2)cc1)c1cccs1,-2%,1.0,-6%,13%,-2%,0,-2%,-16%,-10%
O=C(NCCN1C(=O)S/C(=C\c2ccccc2F)C1=O)C1=COCCO1,-13%,0.1,-21%,?,14%,4,5%,2%,-15%
Cc1onc(-c2ccccc2)c1C(=O)Nc1sc2c(c1C#N)CCC(C)C2 (stereo not drawn),-7%,-1.3,-6%,11%,-3%,/,-13%[57.1 µM],4%,3%
C=CCn1c(SCC(=O)Nc2cc(C)nn2-c2ccccc2)nnc1C1CCCCC1,1%,-1.6,-1%,-3%,2%,/,-1%,21%,-4%

Other structures follow:
molecule,EPAC1 antagonist,IL-2 act,PLK1 PBD block,EPAC1 ag,aSyn yeast inh,PI5P4K alpha inh,WRN inhibitor,FUS yeast rescue,Abeta yeast res
Cc1cccnc1NC(=O)c1sc2ccccc2c1Cl,-16%,-4.8,-14%,-4%,-9%,-1,1%,11%,-12%
COc1ccc(OC)c(S(=O)(=O)n2nc(C)cc2C)c1,1%,0.0,1%,6%,1%,0,-2%,-11%,9%
COc1cccc(NC(=O)Nc2cc(C)on2)c1,15%,-0.1,8%,0%,12%,2,3%,-17%,11%
COc1ccc(CNC(=O)CCN2C(=O)c3ccccc3C2=O)cc1OC,11%,0.1,-5%,2%,-1%,-1,-3%,2%,2%
CN(C(=O)COC(=O)CSCc1cccc(Cl)c1)c1c(N)n(Cc2ccccc2)c(=O)[nH]c1=O,-11%,-0.6,-8%,-5%,0%,0,-4%,?,-6%
CC(C)(C)n1nnnc1C(c1ccncc1)N1CCCCCC1 (stereo not drawn),13%,1.4,-6%,2%,1%,/,-5%,-7%,16%
O=C(Nc1cc(Cl)ccc1Oc1ccccc1)c1ccc(F)cc1,-10%,-0.2,3%,5%,0%,13,-16%,/,-19%
CC(C)(C)OC(=O)N1CCNc2ccccc2C1,0%,-0.3,-7%,-1%,8%,10,2%,-8%,20%
O=C(NCCOc1ccccc1)C1C(=O)Nc2ccccc2C(=O)N1C1CCCCC1 (stereo not drawn),-20%,0.3,-3%,-19%,-4%,-8,2%,12%,-4%
O=S(=O)(c1ccc(Cl)cc1)N1CCN(Cc2c[nH]c3ccccc23)CC1,8%,-1.1,0%,-7%,/,2,2%,1%,-5%
COc1cc(C2CC(=O)Nc3cc(C)c(C)cc32)cc(OC)c1OC (stereo not drawn),-20%,-0.3,-16%,-4%,0%,-7,-1%,/,-2%
Nn1cc(-c2ccccc2)nc1SCC(=O)Nc1cccc(S(N)(=O)=O)c1,?,-0.2,-10%,0%,-4%,5,-33%,12%,-12%
CCOC(=O)c1csc(NC(=O)c2ccc(OCC)cc2)n1,-8%,1.1,-10%,7%,-17%,8,-10%,11%,-5%
CC1(C)NC(=O)N(CC(=O)OCC(=O)c2ccc(Br)s2)C1=O,-13%,0.0,-3%,6%,-1%,-64*,-12%,22%,26%
COCCNC(=O)C1CCCN(S(=O)(=O)c2c(C)noc2/C=C/c2cccs2)C1 (stereo not drawn),12%,0.2,-10%,12%,-4%,0,4%,-13%,1%
Cc1ccc(C(=O)NCC(=O)OCC(=O)c2ccc(Br)s2)cc1,-5%,-4.8,-9%,4%,4%,-27,-13%,-7%,9%
Cc1c(C)c2c(OCC(=O)N[C@@H](CC(C)C)C(=O)O)cc3c(c2oc1=O)CCC(C)(C)O3,6%,0.3,-10%,-6%,12%,1,4%,25%,-6%
CC(=O)COC(=O)CNC(=O)c1ccc(Br)cc1,22%,-2.6,-5%,-11%,-4%,-1,4%,16%,-28%
COc1ccc(OCCNc2cc(N3CCCCC3)ccc2[N+](=O)[O-])cc1,-2%,-1.0,2%,4%,16%,1,-6%,39%,18%
NC(=S)NN=C1C=CCCC1,-3%,-0.2,-12%,7%,2%,0,-5%,/,12%
CCn1c(CNC(=O)c2ccccc2Br)nnc1SCC(=O)NC1=NCCS1,4%,0.8,-2%,-3%,10%,-10,-10%,-1%,-15%
CCNC(=O)N1C[C@H]2CON(C)[C@H]2C[C@H]1c1ccccc1Br,8%,-1.2,0%,-2%,-1%,-4,1%,-22%,8%
O=C(Nc1ccc(N2CCCC2)c(Cl)c1)c1cccnc1,3%,0.8,-3%,-11%,-1%,-16,-17%,38%,16%
CCNS(=O)(=O)c1ccc(CCC(=O)N2CCN(c3cc(Cl)ccc3C)CC2)cc1,-7%,-1.0,-8%,4%,-3%,-2,-7%,11%,19%

2 compounds from above, limited to EPAC1 ag and aSyn yeast inh:
Structure	EPAC1 ag	aSyn yeast inh
CCn1c(CNC(=O)c2ccccc2Br)nnc1SCC(=O)NC1=NCCS1	-3%	10%
CCNC(=O)N1C[C@H]2CON(C)[C@H]2C[C@H]1c1ccccc1Br	-2%	-1%

Continuation.
Results follow in this order: EPAC1 antagonist	IL-2 act	PLK1 PBD block	EPAC1 ag	aSyn yeast inh	PI5P4K alpha inh	WRN inhibitor	FUS yeast rescue	Abeta yeast res
> CC(C)(C)c1nc2ccccc2c2nnc(SCC(=O)NCc3ccco3)n12
 : -3%	1.6	-6%	13%	0%	/	-1%	29%	-2%
> Cc1ccc(CNC(=O)c2cccc(S(C)(=O)=O)c2)cc1
 : 9%	-0.9	-7%	0%	-4%	0	4%	19%	-7%
> Cc1cc(C(=O)NCC(=O)O)c(C)o1
 : -5%	1.8	1%	1%	-1%	/	-5%	-28%	15%
> CCOC(=O)c1ccccc1NC(=O)c1cn(-c2ccc(C)c(C)c2)c(=O)c2ccccc12
 : -14%	-5.1	-8%	-13%	26%	-1	-5%	/	10%
> COc1ccc(Br)cc1C(=O)Nc1cccc2ncccc12
 : 5%	1.7	-9%	-2%	2%	2	-6%	14%	-21%
> C=CCc1cc(S(=O)(=O)c2ccc(O)c(CC=C)c2)ccc1O
 : -4%	1.9	-6%	-10%	18%	1	1%	6%	-4%
> COC(=O)C/C=C/N(Cc1ccccc1OC)S(=O)(=O)CCl
 : -4%	-0.1	-7%	6%	2%	9	0%	-2%	10%
> Cc1ccc2ncccc2c1[N+](=O)[O-]
 : 10%	0.7	-9%	5%	-4%	1	1%	-6%	-13%
> CCNC(=O)CSc1nnc(-c2cccs2)o1
 : 3%	0.2	-11%	8%	6%	1	1%	-7%	-19%
> CON(C)c1nc(Oc2ccc(=O)[nH]n2)nc(N(C)C)n1
 : 0%	-2.9	-1%	0%	1%	6	4%	2%	-18%
> COC(=O)NCC(c1ccco1)N1CCN(c2ccc(F)cc2)CC1 (stereo not drawn)
 : 8%	-3.2	-9%	8%	-2%	-5	0%	2%	1%
> CCC(CO)Oc1cc(NCc2cccc(C)c2)c2ncn(C(C)C)c2c1 (stereo not drawn)
 : 1%	-2.7	-15%	-9%	0%	0	0%	25%	0%
> Cc1cccc(-c2nsc(SCC(=O)NCC3CCCO3)n2)c1 (stereo not drawn)
 : -2%	1.6	8.4µM*	-1%	0%	3	-2%	42%	10%
> CC(=O)N1C(=O)CC(C)N(C(C)=O)c2ccc([N+](=O)[O-])cc21 (stereo not drawn)
 : 4%	-0.3	-12%	5%	-3%	-10	-23%	/	-19%
> CC(=O)N/C(=C\c1ccccc1)C(=O)OCc1ccc(F)cc1
 : -1%	-1.2	-7%	1%	7%	-3	0%	-1%	8%
> Cc1ccc2cccc(OCC(=O)N3CCc4ccccc43)c2n1
 : -6%	2.6	1%	5%	4%	-10	-7%	-4%	-3%
> COc1ccc2nc(NC(=O)CSc3nnc(C)s3)sc2c1
 : 0%	-1.9	2%	6%	2%	/	-5%	11%	0%
